Screening data from PubChem.
Ecoli WT growth: growth inhibitors of wild type E. coli, primary screen, strain BW25113 wild type, absorbance readout. E. coli BW25113 growth inhibition, OD600. inhibition, % at 10 µM. 0.05% of 20,000 active; in the data active = inhibition above about 40%;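 note: bacteria exposed to compound for 20 hours at 37 °C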
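System: bacterial strain in a whole-cell growth screen; medium: LB broth with 50 µg/mL kanamycin; detection: absorbance at 615 nm; schedule: 20 h exposure, 37 °C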
Active calls of the source: *.

SMILES | Ecoli WT growth
CCOCCCNC(=O)CC1Oc2ccc(C)cc2NC1=O (configuration not stated) | -2.1
Cc1n[nH]c(C)c1S(=O)(=O)Nc1ccc2c(c1)OCCO2 | 1.5
COC(=O)c1nc2n(n1)C(c1ccc(OC)c(OC)c1)C(C(=O)OC1CCCCC1)=C(C)N2 (configuration not stated) | 2.4
O=C(c1cccnc1)N(Cc1ccccc1)c1ccccc1 | -19.2
COc1cccc(NC(=O)CN(c2cccc(F)c2)S(C)(=O)=O)c1 | -15.1
Clc1ccc(OCCn2cnc3ccccc32)cc1 | 11.5
COCCOC(=O)C1=C(C)NC(C)=C(C(=O)OC(C)C)C1c1cccc([N+](=O)[O-])c1 (configuration not stated) | 3.2
CCOc1cc(S(=O)(=O)NC2CCCCCC2)ccc1F | -17.8
CCN1CCN(C(c2cccs2)C(C)NC(=O)c2ccccc2)CC1 (configuration not stated) | -2.8
O=C1CC(c2ccccc2)Cc2nc(NCc3ccco3)ncc21 (configuration not stated) | -23.0
COC(=O)C(O)(CC(=O)Nc1cccc(SC)c1)C(F)(F)F (configuration not stated) | -23.8
CCOC(=O)c1cccnc1SCC(=O)NC(C)CC (configuration not stated) | 7.7
Cc1cc(NC(=O)CCC2COc3ccccc3O2)no1 (configuration not stated) | -14.8
CC(C)(O)C#Cc1ccc(C(=O)N2CCN(C(=O)c3ccco3)CC2)cc1 | -3.3
COCCSc1ccccc1C(=O)Nc1nncs1 | 9.6
CCOC(=O)c1c(-c2cccs2)csc1NC(=O)CCCC(=O)O | 16.2
COc1cc(OC)cc(C(=O)OCc2cc3ccccc3[nH]c2=O)c1 | -24.2
Cc1cc(-c2nnc3n2N=C(c2ccc(-c4ccccc4)cc2)CS3)n[nH]1 | -9.6
COc1ccccc1-c1n[nH]c(=S)o1 | 5.0
CCOC(=O)c1c(C2COc3ccccc3O2)csc1NC(=O)c1ccco1 (configuration not stated) | 5.1
CCN(CC)Cc1csc(C(N)=O)c1 | -0.5
CCOc1ccccc1NC(=O)CCc1ccc(C)o1 | -19.1
O=C(c1cc2cc(Cl)ccc2oc1=O)N1CCOCC1 | -5.4
O=C(CSc1ncnc2c1oc1ccccc12)Nc1ccccc1F | 6.0
O=C(NC1CCCC1)c1cccc(S(=O)(=O)N2CCCCC2)c1 | -19.1
Cc1cc(Cl)ccc1OCCCC(=O)N1CCOCC1 | -4.6
CCOC(=O)NC(=O)CSc1nnnn1-c1ccccc1 | -12.6
CCS(=O)(=O)N1CCN(C(=O)CCC2CCCC2)CC1 | 5.5
Cc1noc(C)c1CSc1nnc2c(C)cc3ccccc3n12 | -21.9
COc1cc(C(=O)N2CCCC(c3nc(-c4cccs4)no3)C2)cc(OC)c1OC (configuration not stated) | 3.7
Cc1c(Cl)cccc1Nc1nc(N)nc(CSCCO)n1 | 2.1
CCC(c1nnnn1C(C)(C)C)N1CCN(C2CCCC2)CC1 (configuration not stated) | 5.3
CCN(CC)c1nc2cc(OC)ccc2cc1C#N | -1.9
Oc1c(-c2cc(-c3ccco3)[nH]n2)ccc2ccccc12 | -14.3
O=C(NC1CCCCC1)N1CCc2ccccc21 | -12.2
O=C(Nc1nncs1)c1ccc(Br)c(S(=O)(=O)N2CCCC2)c1 | 2.0
COc1ccc2cc(C#N)c(NC(C)C)nc2c1 | 4.6
CCn1c(SCC(=O)Nc2nc3ccccc3s2)nnc1-c1ccc(OC)cc1 | -24.1
O=C(C(Cc1ccccc1)n1cccc1)N1CCCCCC1 (configuration not stated) | 19.1
COc1ccccc1C(=O)NCC(c1cccnc1)N(C)C (configuration not stated) | -3.7
CCn1cc(C2=NOC(C(=O)Nc3cc(C)nn3-c3ccccc3)C2)c(C)n1 (configuration not stated) | -3.8
OC(COc1ccc2cc(Br)ccc2c1)CN1CCCC1 (configuration not stated) | -11.1
COc1ccc(/C=N/n2c(=O)[nH]c3c([nH]c4ccc(C)cc43)c2=O)cc1CN1CCOCC1 | 0.0
N#Cc1cc2sc3nnc(-c4ccncc4)n3c2cc1C#N | -1.1
O=C(CSc1ncn[nH]1)NC1CC2CCC1C2 (configuration not stated) | -3.9
CCOC(=O)c1c(NC(=O)CSc2nnc(-c3ccc(OC)cc3)o2)sc2c1CCC2 | -0.7
Cc1ccc(O)c(NC(=O)c2cccc(S(=O)(=O)N3CCCCC3)c2)c1 | -15.0
COc1ccc(OC)c(N2C(=O)CC(Cc3ccc(C)cc3)C2=O)c1 (configuration not stated) | 4.9
Cc1cc(OCCSc2nnc(-c3cccs3)n2C)ccc1Cl | 2.1
CC1(C)CC(=O)c2cc(OCC(=O)NCCCN3CCN(c4ccccc4F)CC3)ccc2O1 | -1.5
New compounds follow
SMILES | Ecoli WT growth
CCOc1ccc2c(O)csc2c1 | 6.9
Cc1cc2c(cc1C)-c1nnnn1C(C)(C)C2 | 4.7
Cc1ccc(SCC(=O)NCCN2C(=O)CSC2=O)c(C)c1 | 0.5
Cc1ccc(-n2c(N)c(-c3nc4ccccc4n3C)sc2=S)cc1 | -18.7
COc1cc(C(=O)N2CCN(C(=O)CC(C)C)CC2)cc(OC)c1OC | 1.3
CC(C)NC(=O)c1ccccc1NC(=O)CCS(=O)(=O)Cc1ccccc1 | 0.7
CCCCCC/C(=N/O)c1ccccn1 | -7.0
Nc1ccn(-c2ccccc2)c(=O)c1 | -17.4
Cc1ccc(OCc2ccc(C(=O)N3CCOCC3)cc2)cc1C | -16.6
Clc1ccccc1-c1nc(-c2cccnc2)no1 | 8.1
COc1ccc(CNC(=O)CCc2nc(-c3ccccc3F)no2)c(OC)c1 | -5.6
O=C1c2ccccc2C(=O)N1CCCOc1ccccc1 | -20.0
COc1ccc(OC)c2c(C)cc(N3CCN(C(=O)c4ccc(F)cc4)CC3)nc12 | -12.1
COc1ccccc1CNC(=O)C1CC(=O)N(c2ccc(C)c(C)c2)C1 (configuration not stated) | -5.3
O=C(c1ccco1)N1CCCC(c2ccccc2)C1 (configuration not stated) | 10.0
CCN1CCN(CCNC(=O)c2cn(C(C)c3ccccc3F)nn2)CC1 (configuration not stated) | 6.8
O=C(Nc1ccc(CN2CCOCC2)cc1)c1cc2ccccc2o1 | 1.9
CN(CCNC(=O)c1ccc(N2CCCC2=O)cc1)CCc1ccccc1 | -2.3
COc1ccc(C)cc1NC(=O)CSc1nnc(-c2cc3cccc(OC)c3o2)n1N | -0.2
CN(C)S(=O)(=O)N1CCc2ccccc21 | -11.0
COCCn1c(=O)[nH]c2cc(C(=O)N3CCN(Cc4ccc5c(c4)OCO5)CC3)ccc2c1=O | 6.6
CC(NC(=O)c1ccnc(C(C)(C)C)c1)c1ccccc1 (configuration not stated) | -13.2
COCCCN(C)C1CCN(C(=O)Nc2ccc(F)cc2)CC1 | 6.6
CN(C(=O)c1ccccc1Cl)c1ccccc1 | 1.1
Cn1c(C(=O)NCCCN2CCCCCC2)cc2c(=O)n(C)c3ccccc3c21 | 3.1
CCOc1cc(C2c3c(n[nH]c3C)C(=O)N2c2ccc(Br)cc2)ccc1O (configuration not stated) | -0.7
COc1ccc(S(=O)(=O)N2CCN(CC(=O)Nc3ccc(C)c(F)c3)CC2)cc1 | 14.7
O=C(CCCn1c(=S)[nH]c2ccccc2c1=O)NCc1ccco1 | -26.1
COc1cc(NC(=O)Nc2cccc(Cl)c2)c(OC)cc1NC(=O)CN1CCCCC1 | 3.1
CC1CCc2c(sc(NC(=O)c3ccc(Cn4cc(Br)cn4)o3)c2C(N)=O)C1 (configuration not stated) | 8.4

Three compounds already listed, ordered by length of the SMILES, falling:
SMILES | Ecoli WT growth
COc1cc(NC(=O)Nc2cccc(Cl)c2)c(OC)cc1NC(=O)CN1CCCCC1 | 3.1
COc1ccc(OC)c(N2C(=O)CC(Cc3ccc(C)cc3)C2=O)c1 (configuration not stated) | 4.9
O=C(CCCn1c(=S)[nH]c2ccccc2c1=O)NCc1ccco1 | -26.1

(further entries)
SMILES | Ecoli WT growth
Nc1ncnc2nc(SCCN3CCCCC3)[nH]c12 | 4.6
CCc1ccccc1N1CCN(S(=O)(=O)c2cc(OC)ccc2OC)CC1 | -23.5
CCOc1ccc(NC(=O)c2ccc3c(c2)N(Cc2ccc(F)cc2)C(=O)CS3=O)cc1 (configuration not stated) | -2.4
C=CCOc1ccc(C2C(C(=O)c3ccco3)=C(O)C(=O)N2CCCN(CC)CC)cc1 (configuration not stated) | -17.9
CCn1c(SCC(=O)N2CCOCC2)nc2c(c1=O)SC(C)C2 (configuration not stated) | -0.5
COC(=O)c1cc(OC)c(OC)c(OC)c1NC(=O)c1ccc(S(=O)(=O)N(C)C)cc1 | -8.0
C=CCN1C(=O)C(O)(CC(=O)c2ccc(-n3cccc3)cc2)c2ccccc21 (configuration not stated) | -8.0
CCOC(=O)N1CCN(C(=O)Nc2ccc3oc(C)nc3c2)CC1 | -6.6
CNc1oc(-c2cccc3ccccc23)nc1C#N | -8.2
COc1cccc2cc(C(=O)NC(C)C3CCCO3)c(=O)oc12 (configuration not stated) | -21.5
O=c1n(-c2cccc(Cl)c2)c(=O)n2n1CCC2 | -27.3
CCOC(=O)CCc1nc2ccccc2[nH]c1=O | -12.7
CC(SCc1ccccc1)C(=O)NC1CCCC1 (configuration not stated) | -15.6
O=C(c1ccco1)n1nc(-c2ccc(Cl)cc2)nc1NCc1ccco1 | -16.2
CCOC(=O)N1CCC(NC(=O)CCN2C(=O)COc3ccccc32)CC1 | 10.4
Cc1cc(NC(=O)c2cc(C)on2)no1 | -20.9
Cc1cc(C(F)(F)F)nc(SCC(=O)Nc2ccccc2)n1 | 1.1
CCCCc1c(O)n2c(nc3ccccc32)[nH]c1=O | 1.7
COCc1nnc(NS(=O)(=O)c2ccc(Br)cc2)s1 | -0.6
Cc1onc(-c2ccccc2)c1C(=O)N1CCCN(C(=O)c2c(-c3ccccc3)noc2C)CC1 | -19.4
Cc1ccc(S(=O)(=O)NCC(c2cccnc2)N(C)C)cc1 (configuration not stated) | -4.7
Cc1nnc(NC(=O)CCSc2ccccc2)s1 | -15.7
Cc1ccc(S(=O)(=O)NCC2CCC(C(=O)NCCCN3CCOCC3)CC2)cc1 (configuration not stated) | 3.2
CCN(CC)C(=O)COc1ccc(Br)cc1Cl | -13.7
COc1ccc(-c2cc(C(F)(F)F)n3nc(C(=O)Nc4cc(C)on4)cc3n2)cc1OC | -11.4
Nc1nonc1-n1nnc(C(=O)O)c1-c1cccs1 | -21.3
Cc1ccnc(NC(=O)CCC(=O)N(CC(=O)NC2CCCCC2)c2cccc(C)c2C)c1 | -0.2
Cc1cc(C)c(OCC(=O)Nc2nnn(C)n2)c(Br)c1 | -20.0
CC(=O)c1cc(C#N)c(SCC(=O)OC(C)C)nc1C | -2.3
CN(CC(=O)N1CCN(c2ccccn2)CC1)S(=O)(=O)c1ccc2ccccc2c1 | -0.9
CCN(CC)C(=O)c1cc2cc(Br)ccc2oc1=O | -22.4
CCOCC(=O)NCc1ccc2c(c1)OCO2 | -20.9
COc1ccc(Cl)cc1Nc1nc(NCCO)nc(N2CCCC2)n1 | -3.5
COCCNC(=O)C(c1ccc(C)o1)N(Cc1cccs1)C(=O)c1snc(C(N)=O)c1N (configuration not stated) | -6.9
O=S(=O)(CCSc1ccccn1)c1nc2ccccc2s1 | -9.4
Cc1ccc(C(=O)C2=C(O)C(=O)N(CCCN(C)C)C23C(=O)N(C)c2ccccc23)o1 (configuration not stated) | -14.3
CC1C/C=C/C=C/C=C/C=C/C(O[C@@H]2O[C@H](C)[C@@H](O)[C@H](N)[C@@H]2O)CC2OC(O)(CC(O)CC3OC3/C=C/C(=O)O1)CC(O)C2C(=O)O (some centres not stated) | -1.3
Cc1cc(C)n2nc(C(=O)Nc3ccc4c(c3)OCO4)nc2n1 | -11.9
Cc1nnc(N(C)C(=O)c2cccnc2)s1 | -0.7
CC(C)OC(=O)C1C2C=CC3(CN(Cc4cccs4)C(=O)C13)O2 (configuration not stated) | 11.3
O=S(=O)(NCc1ccco1)c1ccc2c(c1)Cc1ccccc1-2 | -18.3
O=C(Nc1ccccc1)c1cnc2n(c1=O)CCS2 | 5.6
COc1ccc(-c2noc(CSc3nnc(-c4ccncc4)n3-c3ccc(F)cc3)n2)cc1OC | -13.3
O=C(NC1=NCCS1)c1ccc(Cl)s1 | 4.4
Cc1ccc(S(=O)(=O)CCC(=O)c2ccc(O)cc2O)cc1 | -21.6
Nc1nc(-c2cccnc2)nn1S(=O)(=O)c1ccccc1 | -8.2
CC(=O)Nc1ccc(OCC(O)Cn2nc(C)nc2C)cc1 (configuration not stated) | -4.7
O=C(NCCSCc1ccco1)Nc1ccc(Cl)cc1 | -11.2
CCC(C)n1[nH]c(=O)c2c(C)cc(C)nc21 (configuration not stated) | 5.7
Nc1nc(-c2ccco2)nn1C(=O)CCc1ccccc1 | 4.6
CCOc1ccc(C2CC(c3ccccc3C)n3nc(N)nc3N2)cc1 (configuration not stated) | 9.9
COc1ccccc1N1CCN(C2=NS(=O)(=O)c3ccccc32)CC1 | -9.6

Molecules listed so far containing two or more sulfur atoms:
SMILES | Ecoli WT growth
COCCSc1ccccc1C(=O)Nc1nncs1 | 9.6
CCOC(=O)c1c(-c2cccs2)csc1NC(=O)CCCC(=O)O | 16.2
O=C(Nc1nncs1)c1ccc(Br)c(S(=O)(=O)N2CCCC2)c1 | 2.0
CCn1c(SCC(=O)Nc2nc3ccccc3s2)nnc1-c1ccc(OC)cc1 | -24.1
CCOC(=O)c1c(NC(=O)CSc2nnc(-c3ccc(OC)cc3)o2)sc2c1CCC2 | -0.7
Cc1cc(OCCSc2nnc(-c3cccs3)n2C)ccc1Cl | 2.1
Cc1ccc(SCC(=O)NCCN2C(=O)CSC2=O)c(C)c1 | 0.5
Cc1ccc(-n2c(N)c(-c3nc4ccccc4n3C)sc2=S)cc1 | -18.7
CCn1c(SCC(=O)N2CCOCC2)nc2c(c1=O)SC(C)C2 (configuration not stated) | -0.5
COCc1nnc(NS(=O)(=O)c2ccc(Br)cc2)s1 | -0.6
Cc1nnc(NC(=O)CCSc2ccccc2)s1 | -15.7
COCCNC(=O)C(c1ccc(C)o1)N(Cc1cccs1)C(=O)c1snc(C(N)=O)c1N (configuration not stated) | -6.9
O=S(=O)(CCSc1ccccn1)c1nc2ccccc2s1 | -9.4
O=C(NC1=NCCS1)c1ccc(Cl)s1 | 4.4

These rows are one share of the data (hit frequency here may not be typical).
